# Assay outcomes as filed in PubChem.
# 12-LOX inh: inhibitors of human 12S-lipoxygenase ALOX12 | P18054 | Potency, µM (top dose mostly 108 µM), inactives show at the highest dose activity change, negative = inhibition, usual class: inhibitors | AID 1671190 | actives 1.1% (n = 580,000) | purified 12hLO, xylenol orange hydroperoxide absorbance; active means well fitted inhibition curve with a large enough effect; inconclusive means small, poorly fitted or top-dose-only effect, or another doubt; inactive means no such curve, though single readings can be large or run the other way
# Target sequence (P18054 whole entry, looked up): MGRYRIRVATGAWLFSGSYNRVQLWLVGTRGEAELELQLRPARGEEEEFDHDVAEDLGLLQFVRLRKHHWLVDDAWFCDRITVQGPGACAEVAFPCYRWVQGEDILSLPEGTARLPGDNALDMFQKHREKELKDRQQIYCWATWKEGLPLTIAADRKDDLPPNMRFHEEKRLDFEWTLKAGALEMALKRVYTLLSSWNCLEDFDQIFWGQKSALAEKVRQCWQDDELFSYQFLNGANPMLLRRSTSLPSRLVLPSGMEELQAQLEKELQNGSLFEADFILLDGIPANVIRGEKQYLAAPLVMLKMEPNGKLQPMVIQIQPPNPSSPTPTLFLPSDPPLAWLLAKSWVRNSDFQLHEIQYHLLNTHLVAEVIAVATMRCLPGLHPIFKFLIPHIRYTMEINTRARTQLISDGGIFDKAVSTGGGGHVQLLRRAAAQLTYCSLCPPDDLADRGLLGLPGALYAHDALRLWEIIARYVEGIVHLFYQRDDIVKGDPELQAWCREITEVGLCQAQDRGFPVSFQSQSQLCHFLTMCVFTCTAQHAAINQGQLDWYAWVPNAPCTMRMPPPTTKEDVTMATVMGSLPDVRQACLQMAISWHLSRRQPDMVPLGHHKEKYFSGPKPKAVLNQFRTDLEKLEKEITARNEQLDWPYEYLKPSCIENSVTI
#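 Hydroperoxide product was detected by ferrous iron/xylenol orange as the 573 to 405 nm absorbance ratio. Arachidonic acid at 40 uM (final) was turned over for 30 min at room temperature by 150 nM human 12hLO, pH 7.0 Hepes buffer, after 15 min compound preincubation.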
# Numbers without * were called inactive; ? = inconclusive; [ ] = dose if it differs, or a comment. On the % scale 0 is the no-effect control and ±100 the full control effect; potency means the concentration at half of the fitted maximal effect. An excerpt (hit frequency here may not be typical).
SMILES,12-LOX inh
C=CCCC(CN1CCCC1)Oc1ccc(-c2ccccc2)nn1 (stereo unspecified),8%
NC(=O)c1ccc(COC(=O)c2ccc(Cl)cc2)cc1,7%
CCC(=O)n1nc(-c2ccc(OC)cc2)nc1SCc1ccccc1,-17%
CN1CCN(C2(CNC(=O)COc3ccc4ccc(=O)oc4c3)CCCCC2)CC1,7%
CCOC(=O)c1cccc(NC(=O)c2nc3ccccc3nc2N2CCCC2)c1,-18%
C[C@H](c1ccccc1)N1C[C@H](COCc2ccccc2)Oc2cc(N3CCC[C@H]3CO)ccc2S1(=O)=O,50µM*
CCNC(=O)c1ccccc1-c1ccc(O)cc1,21%
O=C(Nc1ccc(Cl)c(-c2nc3cnccc3o2)c1)c1cc2ccccc2o1,-12%
CN(CC(=O)O)S(N)(=O)=O,?
CN1C[C@H](NC(=O)c2ccc3c(c2)OCO3)CCC[C@@H](C(=O)NCc2cc(F)cc(F)c2)CC1=O,15%
CC(C)c1noc(CC2CCN(C(=O)c3ccc(C(C)(C)C)cc3)CC2)n1,46%[activator]
COc1ccc(C2=C(C)C(N3CCC(C(=O)NC4CCCCC4)CC3)=NS2(=O)=O)cc1,?
CCOC(=O)COc1ccc(/C=C(/C#N)c2nc3ccc(C)cc3[nH]2)cc1OCC,?
O=C1NCCCCCCN(S(=O)(=O)Cc2ccccc2F)[C@H]2CCC[C@@H]12,26%
CSc1ccc(Cl)c(C(=O)OCC(=O)NCc2ccc3c(c2)OCO3)c1,-18%
O=C(COC(=O)c1cccs1)c1ccc(OC(=O)c2ccco2)cc1,3%
COc1ccc(C(=O)NC2CCN(c3cn[nH]c(=O)c3)CC2)c(OC)n1,?
CCNC(=O)N[C@H]1CC[C@]2(C)CC[C@@H]([C@H](C)C(=O)NCc3ccccc3)[C@H](O)[C@H]2[C@@H]1C,50%[activator][176 µM]
CCNC(=O)N1CCCC1c1noc(COc2ccc(F)cc2)n1 (stereo unspecified),12%
CCn1cnc2c1c(=O)n(CC(=O)N1CCN(c3ccncc3)CC1)c(=O)n2Cc1ccccc1,1%
COC(=O)C1(NC(=O)c2ccc3c(c2)OCO3)CCCCC1,4%
Cc1noc([C@@H]2CC(F)(F)CN2C(=O)c2cocn2)n1,28%
COc1ccc(OC)c(-c2cc(Cl)c3c(c2)CC(CNC(=O)C(C)N2CCOCC2)O3)c1 (stereo unspecified),3%
C=CCN1C[C@H](COC(=O)c2ccc(C)c(C)c2)Oc2cccc(F)c2S1(=O)=O,6%

# Four compounds out of the list above, arranged by the number in 12-LOX inh, descending.
SMILES,12-LOX inh
C=CCCC(CN1CCCC1)Oc1ccc(-c2ccccc2)nn1 (stereo unspecified),8%
COc1ccc(OC)c(-c2cc(Cl)c3c(c2)CC(CNC(=O)C(C)N2CCOCC2)O3)c1 (stereo unspecified),3%
CCn1cnc2c1c(=O)n(CC(=O)N1CCN(c3ccncc3)CC1)c(=O)n2Cc1ccccc1,1%
CCC(=O)n1nc(-c2ccc(OC)cc2)nc1SCc1ccccc1,-17%

# Next part
SMILES,12-LOX inh
O=C1NCCCCCCN(Cc2ccncc2)[C@@H]2CN(S(=O)(=O)Cc3ccccc3)CC[C@H]12,40%[activator]
Cc1cnc2c(S(=O)(=O)NCCN3CCOCC3)cccc2c1,?
COC(=O)c1cc2c(c3c4cc(F)ccc4n(S(=O)(=O)c4ccccc4)c13)C(=O)N(Cc1ccccc1OC)C2,-19%
COc1ncc(-c2cc(C(=O)NCc3cccnc3)c3c(c2)N(C)CCO3)cn1,1%[176 µM]
COc1cccc([S+](=O)([O-])N2CCC3(CC2)CC(=O)c2ccc(Cl)cc2O3)c1,-21%
CC(C)CNC(=O)CCc1ccc(C#N)cc1,4%
Cc1nc(C)c(C(=O)N2CCCN(S(=O)(=O)c3ccccc3)CCC(=O)NCC2)s1,41%
CN(C)C(=O)CCS(=O)(=O)Cc1coc(-c2ccc(F)cc2)n1,?
Cc1sc2cc(C(=O)N3CCCC3)[nH]c2c1CN1CCCCC1,17%
Cc1[nH]c2ccccc2c1C(=O)COC(=O)CNS(=O)(=O)/C=C/c1ccccc1,-7%
Fc1ccc(COc2cccc(CNC3CC3)c2)cc1,-12%
Cc1cccnc1CN(Cc1ccccc1)C(=O)C1NCCc2[nH]cnc21 (stereo unspecified),75%[activator]
CCc1nc(CCNC(=O)CC2COCCN2S(=O)(=O)C2CC2)no1 (stereo unspecified),66%[activator]
CCc1ccc2c(CN3CCCC3c3cccc(OC)c3)cc(=O)oc2c1 (stereo unspecified),?
CC1(C(=O)N2CCN(Cc3ccccc3)CC2)CCOCC1,0%[12.5 µM]
Cc1ccc(NC(=O)N2CCCN(C(=O)C3CC3)C(c3ccccc3)CC(=O)NCC2)cc1C (stereo unspecified),28%
COCc1c(C(=O)OCC(=O)NCC2CCCO2)sc2cccc(F)c12 (stereo unspecified),0%
COc1ccc(C)cc1NC(=O)c1nc(-c2ccccc2)oc1C,3%
CCCCCCn1c(SCC(=O)Nc2ccccc2)nc2c1c(=O)n(C)c(=O)n2C,-4%
CC(C)NC(=O)N1CCOC[C@H]1c1ncc(-c2ccc(OC(F)(F)F)cc2)[nH]1,63%[activator][176 µM]
CN(C)Cc1ccccc1-c1cc(N(C)Cc2ccco2)ncn1,3%
CN(C)c1ccc(CN2CCCC3(C2)NC(=O)c2ccccc2O3)cc1 (stereo unspecified),36%[activator]
COCCn1c(C)c(C)c(S(=O)(=O)c2ccccc2)c1NC(=O)C(C)C,-1%
Cc1ccc(S(=O)(=O)N2CCN(CCNC(=O)c3ccc(C(F)(F)F)cc3)CC2)cc1,16µM*
CC[C@H](C)[C@@H](N)C(=O)N1CCC2(CC1)Nc1ccccc1NC2=O,?
COCc1nc(C2CCCN(C(=O)CC(C)C)C2)no1 (stereo unspecified),49%[activator]
O=C(NCCc1ccncc1)C1CN(S(=O)(=O)c2ccccc2)CC12CCCCC2 (stereo unspecified),36%[activator]
CCC(=O)N1CCC(Oc2ncccc2C(=O)N2CCOCC2)C1 (stereo unspecified),35%
CC(C)C[C@@H]1COc2cc(N(C)CCO)ccc2S(=O)(=O)N1,0%
Cc1nc(C)c(C(=O)N2CCC(Oc3ccccc3-c3nc(-c4ccccc4)no3)C2)s1 (stereo unspecified),-20%
Fc1ccc(Nc2ccnc(-c3ccc4c(c3)OCO4)n2)cc1,18µM*
CC(C)CN(C)C(=O)c1ccccc1-c1ncc(-c2ccccc2F)o1,12%
OC1(c2csc(CN3CCOCC3)n2)CCN(Cc2ccccc2F)CC1,27%[176 µM]
O=C(NCc1cccnc1)c1nc(-c2ccc(Cl)cc2)c2ccccn12,59%[activator]
CC(=O)N1CCC(C(=O)N2CCC3(CC2)NC(=O)N(c2cccc(Cl)c2)N3)CC1,1.3µM*
CN(C)c1ncc2nc(-c3cc(F)cc(F)c3)c(=O)n(Cc3ccc(F)cc3)c2n1,0%
COc1ccc(N2C(=O)C(C)(C)CS2(=O)=O)cc1S(=O)(=O)N1CCCc2ccccc21,-11%
CCc1ccc(S(=O)(=O)N2C[C@@H](F)C[C@H]2C(=O)N2CCOCC2)cc1,14%
Cc1nc2cc(F)ccc2cc1C(=O)N1CCCC(C)CC1 (stereo unspecified),21%
O=C(c1ccncc1)N1CCC[C@@]2(CCN(Cc3ccncc3)C2)C1,-22%[57.4 µM]
COc1cccc(-c2nc(S(=O)(=O)c3ccc(C)cc3)c(N3CCOCC3)o2)c1,-9%
COc1cc(CCC(C)=O)ccc1OC(=O)c1c(-c2c(F)cccc2Cl)noc1C,5%
O=C(NCc1ccccc1)C(c1ccncc1)n1c(=O)c(-c2ccco2)nc2ccccc21 (stereo unspecified),-5%
O=C([C@@H]1C[C@H](Oc2cccnc2)CN1C(=O)c1cccnc1)N1CCCC1,47%
COc1ccc(NC(=O)Nc2cccc(-c3ccc(N4CCOCC4)nn3)c2)cc1Cl,?
COc1ccc(C(C)NC(=O)CN2C(=O)NC3(CCS(=O)(=O)CC3)C2=O)cc1 (stereo unspecified),1%
O=C(O)CCCCCCCCCC(=O)O,-1%[176 µM]
CN1CC(=O)N(C2CCCNCC2)Cc2c(NCCc3ccccc3F)ncnc21 (stereo unspecified),?
CC1=C(NC(=O)c2ccccc2)C(c2c[nH]c3ccccc23)n2ncnc2N1 (stereo unspecified),26%
CN(C)CCNc1nc2c(c(=O)n(C)c(=O)n2C)n1Cc1ccc(Cl)cc1,6%
Cc1cccc(OCCn2c(Cl)nc3c2c(=O)n(C)c(=O)n3C)c1,-1%
COCC(=O)NC[C@H]1O[C@H](Cc2cc(CN(C)C)on2)CC[C@@H]1O,41%[activator][176 µM]
O=C(CCc1ccccc1)NCC12CC3CC(CC(C3)C1)C2,22%
C=CCNC(=O)c1cc2cc(Cl)ccc2nc1C,111%[activator]
CNC(=O)N1CCCN(S(C)(=O)=O)C(c2ccccc2)CC(=O)NCC1 (stereo unspecified),-1%
COCCn1c(C(=O)NCc2ccc(OC)cc2)nc2ccccc2c1=O,8%
Cc1cnc(-c2nc3ccccc3n2C(C(=O)NC(C)(C)C)c2cc3ccccc3o2)cn1 (stereo unspecified),0%
CN1CCC(N2CC[C@H](c3nc4ccccc4[nH]3)C2)CC1,71%[activator][176 µM]
CCOc1ccc(C(=O)Nc2ccc3oc(-c4cccc(C)c4)nc3c2)cc1[N+](=O)[O-],?
O=C(N[C@@H]1CN(c2ccncn2)C[C@H]1CO)C1CCCC1,15%

# Continued:
SMILES,12-LOX inh
Cc1nc2cc(N3CCCC(C(=O)O)C3)cnc2nc1C (stereo unspecified),6%
CC1CCN(CC2CCCN(C(=O)c3ccc(F)cc3)CC2)CC1 (stereo unspecified),4%
CC(C)C[C@@H]1N[C@H](C(=O)NCCN(C)C)Cc2cn(Cc3ccncc3)c3cccc1c23,76%[activator][176 µM]
COC(=O)C1=CN(c2ccc(F)cc2)C(N)=C(C#N)C1c1ccccc1 (stereo unspecified),45µM*
COc1ccccc1Oc1ncccc1CNC(=O)c1csc(C)n1,6%
CCC1CN(CC(=O)NCc2n[nH]c3c2CCCCC3)Cc2cc(OC)ccc2O1 (stereo unspecified),-6%
CCCNc1nc2ccccc2nc1C(=O)Nc1cc(C)ccc1OC,-35%
CC(C)(C)C(=O)OCOP(=O)(COCCn1cnc2c(N)ncnc21)OCOC(=O)C(C)(C)C,12%[57.4 µM]
COCc1nnc(NC(=O)CCn2ccc3ccc(F)cc32)s1,-2%
COC[C@@H]1CN(c2cnccn2)C[C@H]1C(=O)NCCc1cccnc1,38%
COCCOC(=O)C1=C(C)N=C2SC=C(CC(=O)NCCc3ccccc3)N2C1c1ccccc1 (stereo unspecified),-2%
COC[C@H]1NC(=O)CC[C@H]1C(=O)NCc1ccccc1OC,60%[activator]
CN1CCC(OC2CCN(C(=O)c3ccc(F)cc3)CC2)CC1,36%[activator]
COc1ccccc1Oc1c(CCC(=O)NCC2CCCO2)c(C)nn1-c1ccc(F)cc1 (stereo unspecified),-15%
O=C(Cn1ccn2nc(-c3ccccc3)c(CO)c2c1=O)Nc1cccc(C(F)(F)F)c1,52%[activator]
CNC(=O)c1ccc(C2Nc3cc(C(F)(F)F)ccc3S(=O)(=O)N2)cc1 (stereo unspecified),?
COC(=O)[C@@H](Cc1c[nH]c2ccccc12)NC(=O)[C@H]1CNCCN1S(=O)(=O)c1ccccc1,-4%
CC1=C[C@@H](CNC(=O)C2CC2)[C@H](C(C)C)C[C@H]1Cc1nc2ccccc2n1C,44%[activator][176 µM]
C=CCNC(=O)NC(=O)CN(C)Cc1ccccc1Br,-1%
Cc1ncc2c(c1CNS(=O)(=O)c1cccs1)CCN(C(=O)/C=C/c1cc(F)cc(F)c1)C2,19%
Cc1c(F)cccc1NC(=O)C1CCN(C(=O)c2ncn3c2COC(c2ccc(F)cc2)C3)CC1 (stereo unspecified),33%
COc1ccc(CN2C=C(C(=O)OCc3noc(-c4ccccc4C)n3)C(C)=NS2(=O)=O)cc1,3%
Cc1ccc(-c2cc3c(=O)n(CCNC(=O)c4cccc(Cl)c4)ccn3n2)cc1C,6%
CC(NC(=O)C1CCN(c2ccc(C#N)cn2)CC1)c1ccc(F)c(F)c1 (stereo unspecified),6%
CC(=O)Nc1ccc(CN2CCC(N3CCOC3=O)CC2)cc1,11%[6.33 µM]
CC(NCc1ccccc1)c1ccccc1 (stereo unspecified),-44%
COCCN1C(=O)CC[C@]2(C(=O)N3CCCCCC3)CCCC[C@@H]12,57%
COC(=O)NC(c1ccc(C)cc1)C(Cl)(Cl)Cl (stereo unspecified),-10%

# Of the compounds above, these have a Cl atom:
SMILES,12-LOX inh
NC(=O)c1ccc(COC(=O)c2ccc(Cl)cc2)cc1,7%
O=C(Nc1ccc(Cl)c(-c2nc3cnccc3o2)c1)c1cc2ccccc2o1,-12%
CSc1ccc(Cl)c(C(=O)OCC(=O)NCc2ccc3c(c2)OCO3)c1,-18%
COc1ccc(OC)c(-c2cc(Cl)c3c(c2)CC(CNC(=O)C(C)N2CCOCC2)O3)c1 (stereo unspecified),3%
COc1cccc([S+](=O)([O-])N2CCC3(CC2)CC(=O)c2ccc(Cl)cc2O3)c1,-21%
O=C(NCc1cccnc1)c1nc(-c2ccc(Cl)cc2)c2ccccn12,59%[activator]
CC(=O)N1CCC(C(=O)N2CCC3(CC2)NC(=O)N(c2cccc(Cl)c2)N3)CC1,1.3µM*
COc1cc(CCC(C)=O)ccc1OC(=O)c1c(-c2c(F)cccc2Cl)noc1C,5%
COc1ccc(NC(=O)Nc2cccc(-c3ccc(N4CCOCC4)nn3)c2)cc1Cl,?
CN(C)CCNc1nc2c(c(=O)n(C)c(=O)n2C)n1Cc1ccc(Cl)cc1,6%
Cc1cccc(OCCn2c(Cl)nc3c2c(=O)n(C)c(=O)n3C)c1,-1%
C=CCNC(=O)c1cc2cc(Cl)ccc2nc1C,111%[activator]
Cc1ccc(-c2cc3c(=O)n(CCNC(=O)c4cccc(Cl)c4)ccn3n2)cc1C,6%
COC(=O)NC(c1ccc(C)cc1)C(Cl)(Cl)Cl (stereo unspecified),-10%
